TDP2 absorb: human TDP2 enzyme inhibitors, primary screen, biochemical, epi absorbance, recombinant enzyme; hit rate 0.34% among 370,000; inhibition, % at 12.8 µM; T5PNP hydrolysis, p-nitrophenol absorbance 415 nm; Tyrosyl-DNA phosphodiesterase 2 (Homo sapiens), O95551;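 active = inhibition above the mean of all tested compounds plus 3 SD, set per campaign, cut at about 25% in these data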;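 also: 0% = DMSO with enzyme and 100% = buffer with substrate but no TDP2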
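Read-out basis: percent inhibition. System: recombinant human TDP2. Buffer or medium: Mg2+-containing Tris-HCl buffer, pH 7.5. Repeats: single replicate. Timing: reaction 2 h, 37 °C. Benchmarks: high control without enzyme, low control DMSO plus TDP2. Probe or stimulus: 5 mM T5PNP. Doses: 12.8 µM only. Measured by: epi absorbance of p-nitrophenol freed from T5PNP by hydrolysis.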
ASAP1 inh: inhibitors of human ASAP1 ArfGAP activity, primary screen, biochemical, fluorescence polarization | hit rate 0.19% among 360,000 | ASAP1-stimulated ARF1 GTP hydrolysis, GDP FP detection | AID 624377, 2012 | inhibition, % at 16.5 µM | Arf-GAP with SH3 domain, ANK repeat and PH domain-containing protein 1 (Homo sapiens), …; in the data active = inhibition above about 25%;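 also: 0% = vehicle with enzyme and substrate and 100% = no enzyme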
Target sequence (Q9ULH1 325-724 limits assumed): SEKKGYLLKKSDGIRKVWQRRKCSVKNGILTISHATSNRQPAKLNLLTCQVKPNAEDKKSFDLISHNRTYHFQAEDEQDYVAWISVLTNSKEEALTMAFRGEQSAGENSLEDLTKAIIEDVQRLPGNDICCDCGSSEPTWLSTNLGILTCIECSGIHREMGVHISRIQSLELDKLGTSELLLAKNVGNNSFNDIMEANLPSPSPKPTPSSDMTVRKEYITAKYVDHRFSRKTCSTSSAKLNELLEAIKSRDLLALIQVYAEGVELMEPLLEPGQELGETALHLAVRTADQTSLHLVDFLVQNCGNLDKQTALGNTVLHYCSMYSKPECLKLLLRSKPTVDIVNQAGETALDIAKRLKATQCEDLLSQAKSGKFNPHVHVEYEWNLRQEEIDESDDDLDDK
SIAE primary: human SIAE inhibitors, primary screen, biochemical, fluorescence polarization, FP-Rh probe, 1536-well HTS; inhibition, % at 9.66 µM; Sialate O-acetylesterase (Homo sapiens), Q9HAT2; hit rate 0.69% among 370,000; AID 1053197, 2014; SIAE FP-Rh probe binding;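 active = inhibition above a cutoff: mean of compounds within the control limits plus 3 SD of those, cut at about 17% in these data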;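 also: 0% = plate median of compound wells and 100% = probe without SIAE protein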
PLCb3 inh: human PLC-beta3 inhibitors, primary screen, biochemical, fluorescence; 1-phosphatidylinositol 4,5-bisphosphate phosphodiesterase beta-3 (Homo sapiens), Q01970; Purified PLC-beta3, fluorogenic substrate; inhibition, % at 12.2 µM; hit rate 0.18% among 370,000; in the data active = inhibition above about 11%;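 also: 0% = median of compound wells on plate and 100% = full blocker control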
ARFGAP1 inhibitor: inhibitors of rat ARFGAP1 GAP activity, primary screen, biochemical, fluorescence polarization, GDP tracer. ADP-ribosylation factor GTPase-activating protein 1 (Rattus norvegicus), Q62848. hit rate 0.26% among 360,000. inhibition, % at 16.5 µM. Arfgap1-stimulated ARF1 GTP hydrolysis, GDP FP detection;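 active = inhibition above a per-plate limit, mean inhibition of low control wells plus 3 SD, cut at about 25% in these data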;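 also: 0% = DMSO wells with enzyme and 100% = wells lacking Arfgap1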
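Repeats: one replicate per compound; assay system: rat Arfgap1 catalytic domain, aa 1-136; times: enzyme reaction 120 min at 25 °C after 20 min preincubation; detection: FP of antibody-bound GDP Alexa 633 tracer, ex 620/em 688 nm; benchmarks: high control wells lacking Arfgap1, low control full reaction with DMSO; reagent: human ARF1(Δ1-17)-GTP substrate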
ADAM17 inh: ADAM17 inhibitors, primary screen, biochemical, QFRET; inhibition, % at 6.95 µM; recombinant ADAM17, EDANS/DABCYL FRET peptide cleavage; hit rate 0.83% among 370,000; AID 720648, 2013;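 active = inhibition above the mean of compounds lying between control limits plus 3 SD, set per campaign, cut at about 8.5% in these data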;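 also: 0% = DMSO-only wells as the low control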
Target sequence (P78536 215-824 limits assumed): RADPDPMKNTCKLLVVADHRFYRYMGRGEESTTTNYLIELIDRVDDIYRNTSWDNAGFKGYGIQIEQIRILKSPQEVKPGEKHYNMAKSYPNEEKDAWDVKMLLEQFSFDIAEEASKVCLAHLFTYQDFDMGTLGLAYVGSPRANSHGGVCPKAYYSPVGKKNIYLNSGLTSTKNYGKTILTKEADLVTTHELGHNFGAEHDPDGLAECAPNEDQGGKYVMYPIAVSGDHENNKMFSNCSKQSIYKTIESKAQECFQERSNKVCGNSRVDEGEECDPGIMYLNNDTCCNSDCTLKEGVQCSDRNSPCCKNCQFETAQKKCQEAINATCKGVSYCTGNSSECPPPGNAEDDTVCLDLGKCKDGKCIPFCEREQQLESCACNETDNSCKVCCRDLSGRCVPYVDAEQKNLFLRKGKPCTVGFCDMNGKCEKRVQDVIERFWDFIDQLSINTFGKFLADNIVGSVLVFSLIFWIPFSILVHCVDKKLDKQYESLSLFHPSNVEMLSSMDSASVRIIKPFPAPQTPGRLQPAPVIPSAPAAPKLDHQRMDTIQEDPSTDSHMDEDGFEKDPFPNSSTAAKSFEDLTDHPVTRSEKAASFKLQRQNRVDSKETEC
DDE Tn6 FP inh: inhibitors of Tn6 peptide binding to fibrin DD(E), primary screen, biochemical, fluorescence polarization, human fibrin, Tn6 probe; Fibrinogen beta chain (Homo sapiens), P02675; Fibrin DD(E) TRITC-Tn6 fluorescence polarization displacement; inhibition, % at 8.3 µM; hit rate 0.21% among 370,000; AID 720509, 2013;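 active = inhibition above a per-campaign cutoff: mean of compounds within control limits plus 3 SD, cut at about 15% in these data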;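 also: 0% = median of all compound wells on the plate and 100% = blocking peptide control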
DDE Tn7 FP inh: inhibitors of Tn7 peptide binding to fibrin DD(E), primary screen, biochemical, fluorescence polarization, human fibrin, Tn7 probe | Fibrinogen beta chain (Homo sapiens), P02675 | FP displacement of FITC-Tn7 peptide from fibrin DD(E); 0% = median of compound wells per plate | hit rate 0.13% among 370,000 | inhibition, % at 8.3 µM;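 active = inhibition above the mean of compounds falling within the control limits plus 3 SD of them, cut at about 14% in these data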;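 also: 0% = plate median of compound wells and 100% = 10 µM Aha-Tn7 peptide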
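Test system: human clot-derived fibrin DD(E) complex / Quantity: 2 µM final DD(E) protein / Incubation: 10 min plus 3 h, room temperature / Measured by: fluorescence polarization / Benchmarks: high control of 10 µM Aha-Tn7 peptide / Replicates: singlicate testing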
PLC-gamma1 inh: PLC-gamma1 enzyme inhibitors, primary screen, biochemical, fluorescence, purified enzyme; fluorogenic substrate; inhibition, % at 12.2 µM; hit rate 0.84% among 370,000; in the data active = inhibition above about 9.5%
ADAM10 inh: human ADAM10 inhibitors, primary screen, biochemical, QFRET, HTS; hit rate 0.62% among 370,000; recombinant ADAM10, EDANS/DABCYL FRET peptide cleavage, 3 h; Disintegrin and metalloproteinase domain-containing protein 10 (Homo sapiens), O14672; inhibition, % at 7 µM;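 active = inhibition above a per-campaign cutoff equal to the mean of compounds falling between control-based bounds plus 3 SD, cut at about 20% in these data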;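 also: 0% = DMSO wells while the 100% control is not disclosed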
* = called active by the depositor; i = inactive.

SMILES	TDP2 absorb	ASAP1 inh	SIAE primary	PLCb3 inh	ARFGAP1 inhibitor	ADAM17 inh	DDE Tn6 FP inh	DDE Tn7 FP inh	PLC-gamma1 inh	ADAM10 inh
Cc1c(CCO)c(=O)n(C)n1C(=O)c1ccc(F)cc1	3	-3	1	-1	-2	-2	-1	1	-1	-3
CC1(C(=O)Nc2c(F)c(F)c(F)c(F)c2F)CC1(Br)Br (stereo not given)	4	-16	-5	-5	5	-2	10	-2	0	-3
Cc1cc(=O)[nH]c(SCC(=O)O)c1C#N	-2	5	-3	1	-2	-1	8	1	-1	3
O=C(Nc1nnc(CCc2ccccc2)s1)c1ccco1	4	-20	-3	-10	10	-1	-5	1	-9	2
c1ccc2[nH]c(CCCCc3nc4ccccc4[nH]3)nc2c1	-7	12	-4	-13	2	-7	-8	2	-8	-6
O=C(O)C1CCCCC1C(=O)NC1C2CC3CC(C2)CC1C3 (stereo not given)	8	9	-6	-2	-7	1	6	-7	2	6
Cc1c(Cl)ccc(S(=O)(=O)Nc2cccnc2)c1Cl	10	-1	-1	0	1	-3	-1	-2	1	-6
O=C(CS(=O)(=O)c1ccccc1)Nc1cccnc1	-1	6	4	1	-10	-6	5	3	0	-14
CCCS(=O)(=O)c1c(S(=O)(=O)CCC)c2ccc(C(C)=O)cn2c1C(=O)OC	8	-1	-7	-316	-11	-93	-2	-4	-269	-280
NC(=O)COC(=O)[C@H](Cc1ccccc1)NS(=O)(=O)c1ccc2c(c1)OCCO2	-3	0	1	-4	-9	-1	1	-4	0	-7
Clc1cccc(Cl)c1NC1=NCCC1	-3	0	1	3	-1	-3	3	1	2	-9
CC(=O)NC(Cc1ccc(C)cc1)C(=O)NC1CCN(C(=O)NCc2ccccc2)CC1 (stereo not given)	10	-14	0	-5	3	-3	2	-2	1	-2
O=C(N=C1SC2CS(=O)(=O)CC2N1c1ccc(Br)cc1)C1CCCO1 (stereo not given)	-10	-1	-7	-3	-9	0	5	3	7	1
C=CCc1cc(C)ccc1OCCOCCN1CCN(C)CC1	-1	11	5	0	9	-1	-4	-12	1	-1
CNc1nc(C)c([N+](=O)[O-])c(Nc2ccc(OC)cc2)n1	-10	-1	-3	-5	-6	-3	7	-1	1	2
O=S(=O)(/N=C(/Nc1cccc2ccccc12)c1ccccc1)c1cccs1	-4	11	2	4	-5	3	-1	-1	4	9
CN(C)NC(=O)c1ccc([N+](=O)[O-])s1	2	0	-3	-8	-9	-2	0	4	2	2
Cc1nn(-c2ccccc2)c(C)c1C(=O)OCC(=O)N1c2ccccc2NC(=O)C1(C)C	1	6	-3	2	7	-1	1	1	3	9
CC/C(=N/N=C(\CC)c1ccccc1)c1ccccc1	4	-7	-1	1	0	-3	-4	-1	-1	-11
N#Cc1ccc(Nc2nc(NCc3ccccc3)nc3ccsc23)cc1	1	17	5	-89	7	-29	8	-2	-54	-85
C=CCSc1nnc(NC(=O)C2CC(=O)N(c3ccc4c(c3)OCCO4)C2)s1 (stereo not given)	-3	0	0	-12	1	-1	-1	2	-6	-4
COc1ccc(S(=O)(=O)N(C)C[C@H]2Oc3c(cccc3N(C)C)C(=O)N([C@H](C)CO)C[C@@H]2C)cc1	0	7	5	7	5	-1	-2	-1	-2	1
CC(NC(=O)C12CC3CC(CC(C3)C1)C2)c1ccc(F)cc1 (stereo not given)	8	-8	-4	-7	-4	-1	2	7	-1	-6
CCc1nc(CN2CCCC(C(=O)Nc3ccc(-c4cccc(OC)c4)cc3)C2)c(C)[nH]1 (stereo not given)	6	-4	-7	-6	6	-5	-2	7	-5	-9
Cc1ccc(-c2ccc(CN3C(C)C(=O)N(Cc4cn(CC5CCCCC5)nn4)CCS3(=O)=O)cc2)cc1 (stereo not given)	0	7	-7	0	17	5	-12	5	2	10
COc1ccc2[nH]c(=O)c(C(c3nnnn3C(C)(C)C)N(Cc3ccco3)CC3CCCO3)cc2c1 (stereo not given)	4	-8	-5	-37	3	-77	0	-12	-33	-223
CNc1ccc(C(=O)OCC(=O)NCc2ccc3c(c2)OCO3)cc1[N+](=O)[O-]	13	14	-6	-6	8	-1	-10	3	3	-7
CC1(CN2CCCC2)CCC(NC(=O)C(c2ccccc2)c2ccccc2)C(C)(C)O1 (stereo not given)	-17	-7	-1	-2	-8	-1	5	2	0	-10
CCCn1c(N)c(C(=O)CSc2nc3ncc(Cl)cc3[nH]2)c(=O)[nH]c1=O	3	4	2	-9	-4	-2	-1	2	-1	0
COc1ccc(/C(C)=N/Nc2nc3ccccc3n3cnnc23)cc1OC	-14	6	-1	-3	2	-1	-4	-4	3	0
COc1ccc(C2=NN(C(=O)CSc3nnc(C)c(=O)n3N)C(c3ccco3)C2)cc1 (stereo not given)	-6	17	1	-2	2	-1	9	-8	1	8
CCCN(CCC)S(=O)(=O)c1ccc(C(=O)Nc2nnc(-c3cccc(OC)c3)o2)cc1	-7	-4	-6	-4	12	-1	0	4	-2	-7
CCCNC(=O)c1cc(C2CCCCN2C(=O)CCCc2ccccc2)on1 (stereo not given)	-6	-2	5	7	2	2	-2	-12	6	-6
Clc1ccccc1-c1nc(-c2ccc(Br)o2)no1	-3	-8	-5	-6	-2	-5	3	0	-2	-9
Cc1ccccc1NC(=O)c1ccc2ccccc2c1	12	-8	1	-2	-7	2	-3	2	7	6
CC(=O)Nc1cccc(C(=O)Nc2cccc(S(=O)(=O)NCc3ccco3)c2)c1	-16	-6	-11	-6	11	5	-4	-2	6	8

Exported with two lines to a compound: part of the list above
Screens in order – TDP2 absorb | ASAP1 inh | SIAE primary | PLCb3 inh | ARFGAP1 inhibitor | ADAM17 inh | DDE Tn6 FP inh | DDE Tn7 FP inh | PLC-gamma1 inh | ADAM10 inh
> COc1ccc2[nH]c(=O)c(C(c3nnnn3C(C)(C)C)N(Cc3ccco3)CC3CCCO3)cc2c1 (stereo not given)
  4 | -8 | -5 | -37 | 3 | -77 | 0 | -12 | -33 | -223
> CNc1ccc(C(=O)OCC(=O)NCc2ccc3c(c2)OCO3)cc1[N+](=O)[O-]
  13 | 14 | -6 | -6 | 8 | -1 | -10 | 3 | 3 | -7
> CC1(CN2CCCC2)CCC(NC(=O)C(c2ccccc2)c2ccccc2)C(C)(C)O1 (stereo not given)
  -17 | -7 | -1 | -2 | -8 | -1 | 5 | 2 | 0 | -10

Later entries
SMILES	TDP2 absorb	ASAP1 inh	SIAE primary	PLCb3 inh	ARFGAP1 inhibitor	ADAM17 inh	DDE Tn6 FP inh	DDE Tn7 FP inh	PLC-gamma1 inh	ADAM10 inh
CN1/C(=C\C(=O)COC(=O)c2ccc([N+](=O)[O-])o2)C(C)(C)c2ccccc21	19	-3	2	-20	-3	-1	2	5	-12	-3
CC12CCC(C[N+](C)(C)C1)C2(C)C (stereo not given)	3	-8	5	0	-8	-1	11	-7	0	-3
Cc1ccc(S(=O)(=O)N2CCN(CC(=O)N3CCOCC3)CC2)cc1	-5	1	-3	-6	18	-6	-6	2	-44	-1
CC(=O)c1ccc(-c2nc3ccccc3n2C)o1	-13	-6	-3	i	-5	i	6	-3	i	i
O=C(NCc1cn2ccccc2n1)c1ccc2c(c1)OCO2	14	-16	0	-1	-3	-1	-2	-2	-1	-4
Cc1ccc(OCCC(=O)OCC(=O)c2c(N)n(C)c(=O)n(C)c2=O)cc1	3	-7	5	-4	-15	-5	14	0	3	-9
CCc1nnc(NC(=O)Cn2c(=O)oc3ccccc32)s1	2	-9	-1	1	-11	-5	9	2	0	-2
CSC1CCCCC1(O)CSc1nc2ccccc2o1 (stereo not given)	-2	-1	5	3	8	1	5	-4	4	7
CCOC(=O)C(NC(C)=O)C(=O)Nc1ccc(OC)cc1 (stereo not given)	-14	5	-5	6	18	0	3	1	7	3
COC(=O)C1=C(C)N(Cc2ccc(C(F)(F)F)cc2)C(=NCc2ccccc2C(F)(F)F)NC1c1cccc(Cl)c1 (stereo not given)	-11	-5	-4	-3	13	-5	-3	-2	9	-3
COc1ccccc1COC(=O)c1cccc(S(=O)(=O)N2CCCC2)c1	6	0	0	11*	17	2	-4	-3	10*	7
CCCN=Cc1ccc(O)cc1	-12	0	2	4	-7	2	1	-3	5	7
Cc1ccc(C2NC(=O)c3c(sc4c3CCN(C)C4)N2)s1 (stereo not given)	-7	0	-9	-302	-12	-318	18*	-3	-241	i
CCOc1ccccc1CN1CCN(S(C)(=O)=O)CC1	12	-1	6	1	-4	-3	4	5	1	-2
Cc1ccccc1/C=C/C(=O)c1ccc([N+](=O)[O-])o1	3	-12	7	-9	-7	-3	-3	4	-9	3
Cc1cc(C)c(C#N)c(SCCS(=O)(=O)Cc2ccccc2)n1	-14	8	-7	3	-6	8	2	-8	4	-5
O=C(Nc1ccc(Cl)c(Cl)c1)c1cccc(S(=O)(=O)NCc2cccnc2)c1	-6	12	-90	-5	4	1	-12	-11	3	4
N#CC1(Nc2ccc(S(N)(=O)=O)cc2)CCCC1	-9	6	5	4	3	2	4	-2	0	-2
Cc1cc(C(=O)Nc2c(C)nn(Cc3ccc(F)cc3)c2C)on1	3	3	12	2	-8	-2	-2	-6	2	2
COc1cc(OC)c(C(=O)NCc2cccnc2)cc1OC	3	13	-8	-3	2	-2	-3	-7	1	-6
CC1CCN(CCCNC(=O)c2ccc3c(Cl)c4c(nc3c2)CCCC4)CC1	-8	-8	0	-7	-7	-3	11	5	1	-3
COc1ccc(C(=O)CSc2nnc(Cn3cnc4ccccc43)o2)cc1	3	2	-2	2	14	1	-3	-10	6	2
NC(=O)CC(NC(=O)c1ccccc1)c1ccc(NC2CCN(Cc3ccccc3)CC2)c([N+](=O)[O-])c1 (stereo not given)	5	4	8	0	12	-1	-5	11	2	8
CCCN1CCN(S(=O)(=O)c2c(C)[nH]c(C)c2C(=O)N2CCCCC2)CC1	-7	-3	-6	-6	0	-2	0	-2	5	1
CC1CC(=O)Nc2ccccc2N1S(=O)(=O)c1ccc(C#N)cc1 (stereo not given)	-7	-12	0	-4	-6	0	3	-4	3	0

Source: PubChem (The Scripps Research Institute Molecular Screening Center)

Compounds were not picked by outcome. About 3.6% of those tested had a hit in this group.
